# From PubChem
# PfHsp90 set2: inhibits growth of yeast expressing Plasmodium falciparum Hsp90; S. cerevisiae expressing PfHsp90, BacTiter-Glo ATP, 48 h; yeast lacking PDR1 and PDR3 efflux regulators; inhibition, % at 9.4 µM; 0.32% of 310,000 active; AID 504621;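 active = every replicate shows inhibition above about 80%, whatever the replicate mean, limit read from the data; inconclusive = mean inhibition reaches the set limit but some replicate falls short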;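 note: 0% = DMSO neutral controls and 100% = 20 µM radicicol positive controls; yeast relying on Plasmodium falciparum Hsp90 in place of its own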
# Mot1-301 SUMO: inhibitors of SUMOylation pathway: yeast Mot1-301 growth rescue; growth rescue, % at 18.8 µM; 1% of 320,000 active; S. cerevisiae Mot1-301 growth rescue, ATP luminescence, 38.5C; percent above DMSO median, 100 means doubled;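 active = every valid replicate shows activation above 250% relative to neutral control wells; inactive = the rest, any valid replicate at or below 250%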;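 note: OY570 slx delta 5 strain wells were the positive control but not used for scaling; some compounds called inactive have numbers as strong as hits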
# OPRM1-OPRD1 inv: mu-delta opioid heterodimer inverse agonism. P35372+P41143. inhibition, % at 9.3 µM. 0.21% of 340,000 active. cell-based MOR-DOR heterodimer luminescence; in the data active = inhibition above about 22%, passing the limit was not always enough;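 note: 0% = cells with DMSO and 100% = wells without cells with DMSO; values of inactives mirror those of a sister screen read the other way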
# Target sequence (P35372 whole entry, looked up): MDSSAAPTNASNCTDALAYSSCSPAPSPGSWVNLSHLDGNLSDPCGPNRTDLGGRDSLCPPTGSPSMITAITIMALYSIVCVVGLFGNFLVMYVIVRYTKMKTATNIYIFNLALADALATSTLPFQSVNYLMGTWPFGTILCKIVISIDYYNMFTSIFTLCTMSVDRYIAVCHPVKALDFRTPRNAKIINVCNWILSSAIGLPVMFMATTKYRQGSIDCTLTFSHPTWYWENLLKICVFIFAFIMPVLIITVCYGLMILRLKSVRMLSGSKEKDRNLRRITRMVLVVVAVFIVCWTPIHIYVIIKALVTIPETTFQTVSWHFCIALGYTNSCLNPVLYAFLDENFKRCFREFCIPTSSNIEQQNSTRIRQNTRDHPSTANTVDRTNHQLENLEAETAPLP
# Target sequence (P41143 whole entry, looked up): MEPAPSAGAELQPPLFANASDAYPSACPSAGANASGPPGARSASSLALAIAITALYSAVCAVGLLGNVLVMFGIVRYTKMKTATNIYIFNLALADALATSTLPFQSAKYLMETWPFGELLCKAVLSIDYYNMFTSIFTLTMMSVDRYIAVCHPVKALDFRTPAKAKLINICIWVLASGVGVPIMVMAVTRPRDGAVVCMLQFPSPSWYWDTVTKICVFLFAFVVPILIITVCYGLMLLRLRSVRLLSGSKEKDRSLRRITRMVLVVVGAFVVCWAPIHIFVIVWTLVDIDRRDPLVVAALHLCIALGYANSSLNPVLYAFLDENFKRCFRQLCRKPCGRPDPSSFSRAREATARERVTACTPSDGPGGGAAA
# PKA-R1A act: PKA-R1A complex activation. P00514+P68181. PKA-R1A dissociation, Cy5-IP20 fluorescence polarization; scaled: DMSO 0%, 113 µM cGMP 100%. activation, % at 11.4 µM. 0.083% of 340,000 active;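 active = percent activation above the mean of all tested compounds plus 3 SD, cut at about 19% in these data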;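 note: higher means more PKAc released from R1A so a rise in polarization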
# Arr AP2 block: human beta-arrestin and AP2 interaction inhibition; FITC-arrestin peptide / GST-AP2 beads, flow cytometry; AP2 beta2 appendage carries R879A mutation; inhibition, % at 10 µM; 0.31% of 340,000 active; AID 504490;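 active = inhibition above a set limit, near 3 SD of compounds lacking own fluorescence, cut at about 54% in these data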;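 note: plate controls were DMSO wells for no effect and 5 µM unlabelled arrestin peptide for full effect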
#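 System: GST-AP2 R879A glutathione beads | Also added: FITC-arrestin peptide, 50 nM | Times: 12 min plus 1 h, RT | Signal: Bead flow cytometry, FITC channel | Buffer or medium: PBS with 0.05% Tween 20 and 0.1% BSA | Read-out basis: Percent drop in bead-associated FITC signal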
# DSG3 Ab inh: blocks pemphigus antibody binding to human desmoglein-3; P32926; DSG3-coupled beads, scFv-anti-DSG3-GFP binding, flow cytometry; active compounds read low; binding (percent of control), % at 10 µM; 0.48% of 310,000 active; AID 588358;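 active = binding more than 3 SD below its plate's average and above zero; inconclusive = below that plate limit but binding exactly zero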;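 note: hits lower antibody fragment binding to DSG3; some compounds called inactive have numbers as strong as hits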
# phage Ecoli inh: E. coli growth loss with phage present. growth absorbance. 0.26% of 360,000 active. AID 651602. inhibition, % at 11.9 µM; in the data active = inhibition above about 11%
# AddAB inh: less growth of phage-infected E. coli with AddAB. E. coli expressing H. pylori AddAB, absorbance growth. inhibition, % at 11.9 µM. 0.29% of 330,000 active. AID 435030; in the data active = inhibition above about 12%;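 note: 0% = vehicle wells of infected cells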
# Tat transport: inhibitors of E. coli Tat protein transport; E. coli MC4100 TorA-mCherry Tat export, fluorescence; 0.036% of 340,000 active; inhibition, % at 10 µM;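 active = mean replicate inhibition at least 50% and at least half of replicates individually reaching 50%; inconclusive = only one of the two criteria met; inactive = neither criterion met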;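 note: exported cargo escapes ClpAP degradation while cytoplasmic cargo is degraded and loses fluorescence; 0% = median of neutral control wells and 100% = median of NaSCN control wells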
# Ecoli viability: bacterial growth inhibition, counter-screen for AddAB inhibitors | E. coli V3065 growth, OD600 absorbance, 18 h | 0.27% of 330,000 active | inhibition, % at 11.9 µM;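 active = inhibition above the campaign's mean inhibition across all tested compounds plus 3 SD, cut at about 9.9% in these data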;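 note: uninfected addAB+ strain grown without phage in ampicillin broth; 0% = DMSO wells and 100% = ciprofloxacin 0.95 µg/ml wells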
# OPRM1-OPRD1 ag: OPRM1-OPRD1 heterodimerization agonism. 0.3% of 340,000 active. cells, luminescence. AID 504326. activation, % at 9.3 µM. P35372+P41143; in the data active = activation above about 18%;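 note: 0% = vehicle-treated cells and 100% = reference agonist; values of inactives mirror those of a sister screen read the other way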
# Starred values were filed as active, the others as inactive; ? = inconclusive; . = no result given.
cpd	Molecule	PfHsp90 set2	Mot1-301 SUMO	OPRM1-OPRD1 inv	PKA-R1A act	Arr AP2 block	DSG3 Ab inh	phage Ecoli inh	AddAB inh	Tat transport	Ecoli viability	OPRM1-OPRD1 ag
1	Cc1cc(SCC(=O)c2cccs2)nc2c(C)cccc12	-5	-18	-5	-11	10	105	3.2	1.9	23	0.2	1.0
2	O=C(NC1CC1)C1=C[C@H](c2ccc3c(c2)OCO3)C[C@H](OCc2ccc(CO)cc2)O1	5	21	8	-1	3	95	2.7	2.9	11	-1.7	-1.4
3	COc1ccc(S(=O)(=O)Nc2cccc(SC)c2)cc1OC	.	6	3	7	5	101	0.7	-0.3	3	-0.8	-0.6
4	CCN(CC)S(=O)(=O)c1ccc(N/N=C/c2cc(OC)c(OC)cc2OC)nc1	-18	-6	10	3	9	63*	-1.2	-0.2	-3	-0.3	-1.9
5	COc1nc(OCC#N)nc(N(C)C)n1	4	.	9	-9	3	100	2.6	0.5	-11	1.8	-1.5
6	CCN(CC)C(=O)C1CC(=O)N(c2ccc(F)c(Cl)c2)C1 (centres undefined)	27	60	0	-6	-13	98	2.2	0.7	-2	-2.2	0.0
7	CC(C)(C)c1ccc(S(=O)(=O)Nc2noc3ccccc23)cc1	-51	472	7	-4	-18	98	0.2	-1.1	11	1.8	-1.6
8	O=C(NCCCCc1ccccc1)c1ccccc1F	-12	-5	8	1	8	116	3.2	2.8	-3	-3.1	-1.4
9	O=C(NCc1cc(C(F)(F)F)ccc1F)C1CCC(=O)N(C2CCCCCC2)C1 (centres undefined)	-3	-11	9	-5	-14	105	2.2	1.9	1	0.7	-1.6
10	CCCC(=O)Nc1ccc(C(=O)COC(=O)c2c(C)noc2C)cc1	.	.	18	4	-2	94	3.6	.	-4	.	-3.5
11	O=C(CSc1n[nH]c(=O)n1-c1ccccc1)Nc1ccccc1	.	-1	.	.	13	109	0.6	0.7	.	0.4	.
12	CCCCn1c(N)c(N(CC(C)C)C(=O)c2cc(S(=O)(=O)N3CCOCC3)ccc2Cl)c(=O)[nH]c1=O	-11	0	16	-15	-4	100	3.5	-0.3	-2	-0.1	-3.3
13	CCC(C)(C)NC(=O)c1cc([N+](=O)[O-])ccc1N1CCCCC1	15	-12	3	-2	4	99	2.3	2.6	11	-0.7	-0.5
14	Cc1ccc(NS(=O)(=O)c2cn(C)c(=O)n(C)c2=O)cc1C	-9	-8	2	3	3	107	0.1	-1.4	11	2.8	-0.3
15	CCCCn1nc(C(=O)NCC(=O)Nc2c(C)cccc2C)c2ccccc2c1=O	-32	4	5	-6	-7	94	-1.5	2.8	-6	0.7	-1.0
16	Cc1ccc(Nc2c(O)nc[nH]c2=O)cc1	9	.	14	5	17	120	1.5	.	-5	.	-2.7
17	Cc1cccc(C)c1NC(=S)N(CCN(C)C)C(C)c1cccnc1 (centres undefined)	.	-2	0	3	1	114	2.1	4.6	-3	-1.3	0.1
18	O=C1CCCN1CCC(=O)N1CCCC(Nc2ccc(F)c(F)c2)C1 (centres undefined)	7	-3	5	0	-23	110	-2.0	2.3	1	-0.2	-0.9
19	CN(CC(=O)Nc1cccnc1Cl)S(=O)(=O)c1ccc(Cl)cc1	-52	-10	-6	5	-6	112	2.0	-0.4	3	0.1	1.4
20	CCOC(=O)C1=C(CS(=O)(=O)c2ccccc2)NC(=O)NC1c1ccc(O)c(OC)c1 (centres undefined)	16	4	12	-8	-6	86	4.1	0.7	4	0.8	-2.4
21	Cc1nc2cc(NC(=O)c3cccc(S(C)(=O)=O)c3)ccc2o1	-5	12	1	-4	25	.	1.4	0.8	4	0.3	-0.1
22	CC12CCC(C(=O)N(CC(=O)O)C1=O)C2(C)C (centres undefined)	0	-4	8	-4	-2	98	4.0	1.7	7	0.4	-1.5
23	O=C(/C=C/c1cccs1)NC(=S)Nc1ccc(C(=O)O)cc1	15	-21	4	-2	-6	96	-1.5	2.5	4	0.2	-0.8
24	CS(=O)(=O)Nc1ccc(C(=O)NCCc2ccccc2)cc1	2	7	19	-18	-1	99	2.2	1.3	-3	3.0	-3.8
25	COc1ccccc1OCC(=O)NNC(=O)c1ccoc1C	-38	-26	7	-1	2	100	0.7	0.2	-3	-0.3	-1.3
26	COc1ccc(S(=O)(=O)NNc2nc(C)cc(C)n2)cc1Br	16	-22	31*	-2	23	110	-0.1	-0.5	-7	4.2	-5.6
27	O=S(=O)(Nc1ccc2ccccc2n1)c1ccccc1Cl	-9	-13	1	0	-1	105	1.6	-1.1	-10	-1.1	-0.1
28	C/C(=N\NC(=O)Cc1ccccc1)c1ccc(Cl)s1	-3	-17	0	-5	2	95	1.1	1.6	3	1.1	-0.1
29	COc1ccccc1/C=C(/CC(=O)NCc1ccc(F)cc1)c1nc2ccccc2s1	3	3	-21	-1	1	74	2.5	5.2	0	-1.4	4.3
30	CCN(CC)c1ccc(CN2CCCCCC2)cc1	7	17	9	-6	9	106	3.6	3.6	1	2.8	-1.5
31	O=C(NCCS(=O)(=O)c1ccc(Br)cc1)c1ccc(Cl)cc1Cl	28	-9	7	-7	0	110	2.8	0.8	10	0.9	-2.1
32	Cc1ccc(S(=O)(=O)N(C(=O)c2ccncc2)c2ccc(OC(=O)c3ccncc3)c3ccccc23)cc1	-17	-21	-33	-4	-10	97	1.9	-2.2	5	-1.3	4.9
33	Cc1ccc(OCC(=O)N/N=C2/SCC(=O)N2Cc2ccco2)cc1	-24	-3	11	3	20	101	3.3	-0.5	-2	-2.7	-2.2
34	CCOC(=O)c1c(-n2cnnn2)sc2c1CCCC2	8	-3	8	7	7	110	1.1	4.7	5	-1.3	-1.6
35	O=C(Nc1ccc2c(c1)OCO2)c1cnn2cccnc12	4	2	9	-8	25	97	5.0	2.7	-10	2.0	-1.6
36	Cc1ccc(C(=O)NN2C(=O)CSC2=S)cc1	-8	6	1	9	-6	97	-2.9	0.9	-3	0.6	-0.1
37	CC(NC(=O)C(=O)NN=C1CCCC1)c1ccccc1 (centres undefined)	7	-11	6	0	-24	102	4.4	-0.3	-1	0.7	-1.1
38	Cc1ccc2cc(NC(=O)c3ccc(C(C)(C)C)cc3)ccc2n1	-12	28	2	-7	10	100	0.6	0.7	13	-0.2	-0.4
39	Nc1cc2sc(-c3ccc(C(=O)O)cc3)nc2cc1Cl	34	-74	-13	5	6	115	0.4	0.1	-1	-2.2	2.5
40	COCC(=O)Nc1ccccc1Br	-2	-10	8	4	19	85	2.4	2.7	?	-1.2	-1.4
41	CCc1ccc(NC(=O)C2CCCN2S(=O)(=O)c2ccc3c(c2)C(C)(C)C(=O)N3C)cc1 (centres undefined)	2	0	-35	5	6	111	2.0	3.2	-1	-2.8	6.9
42	O=C(NCC(c1ccco1)N1CCCC1)c1cccc(S(=O)(=O)Nc2ccc(Br)cc2)c1 (centres undefined)	-17	5	8	-8	-5	127	3.3	1.6	-4	-0.3	-1.6
43	Cn1nnc(NC(=O)c2ccc3ccccc3c2)n1	-13	4	5	4	2	97	5.1	1.3	-2	1.9	-0.8
44	COc1ccc(-c2nc3ccccn3c2NC2CCCCC2)cc1SC1CCCCC1	29	-5	-9	-2	-11	108	-0.8	-0.6	4	-0.1	2.0
45	O=C(c1cccs1)N1CCN=C1SCc1cccc(F)c1	21	120	-6	-9	31	112	0.3	-1.1	-6	0.9	1.1
46	O=C(NCCCc1ccncc1)C1CCC(=O)N(Cc2ccc(Cl)cc2)C1 (centres undefined)	16	-3	16	-7	-13	107	0.4	0.7	0	0.9	-3.1
47	CC(C)(C)NC(=O)C1CCN(C(=O)c2ccc(-c3ccccc3)cc2)CC1	-2	3	23	-1	3	111	0.5	-0.8	12	-0.9	-4.1

# Reformatted in transposed form: entries from further up
(31) O=C(NCCS(=O)(=O)c1ccc(Br)cc1)c1ccc(Cl)cc1Cl
(32) Cc1ccc(S(=O)(=O)N(C(=O)c2ccncc2)c2ccc(OC(=O)c3ccncc3)c3ccccc23)cc1
(33) Cc1ccc(OCC(=O)N/N=C2/SCC(=O)N2Cc2ccco2)cc1
(34) CCOC(=O)c1c(-n2cnnn2)sc2c1CCCC2
(35) O=C(Nc1ccc2c(c1)OCO2)c1cnn2cccnc12
(36) Cc1ccc(C(=O)NN2C(=O)CSC2=S)cc1
(37) CC(NC(=O)C(=O)NN=C1CCCC1)c1ccccc1 (centres undefined)
(38) Cc1ccc2cc(NC(=O)c3ccc(C(C)(C)C)cc3)ccc2n1
(39) Nc1cc2sc(-c3ccc(C(=O)O)cc3)nc2cc1Cl
(40) COCC(=O)Nc1ccccc1Br
(41) CCc1ccc(NC(=O)C2CCCN2S(=O)(=O)c2ccc3c(c2)C(C)(C)C(=O)N3C)cc1 (centres undefined)
(42) O=C(NCC(c1ccco1)N1CCCC1)c1cccc(S(=O)(=O)Nc2ccc(Br)cc2)c1 (centres undefined)
compound no.	31	32	33	34	35	36	37	38	39	40	41	42
PfHsp90 set2	28	-17	-24	8	4	-8	7	-12	34	-2	2	-17
Mot1-301 SUMO	-9	-21	-3	-3	2	6	-11	28	-74	-10	0	5
OPRM1-OPRD1 inv	7	-33	11	8	9	1	6	2	-13	8	-35	8
PKA-R1A act	-7	-4	3	7	-8	9	0	-7	5	4	5	-8
Arr AP2 block	0	-10	20	7	25	-6	-24	10	6	19	6	-5
DSG3 Ab inh	110	97	101	110	97	97	102	100	115	85	111	127
phage Ecoli inh	2.8	1.9	3.3	1.1	5.0	-2.9	4.4	0.6	0.4	2.4	2.0	3.3
AddAB inh	0.8	-2.2	-0.5	4.7	2.7	0.9	-0.3	0.7	0.1	2.7	3.2	1.6
Tat transport	10	5	-2	5	-10	-3	-1	13	-1	?	-1	-4
Ecoli viability	0.9	-1.3	-2.7	-1.3	2.0	0.6	0.7	-0.2	-2.2	-1.2	-2.8	-0.3
OPRM1-OPRD1 ag	-2.1	4.9	-2.2	-1.6	-1.6	-0.1	-1.1	-0.4	2.5	-1.4	6.9	-1.6

(43) Cn1nnc(NC(=O)c2ccc3ccccc3c2)n1
(44) COc1ccc(-c2nc3ccccn3c2NC2CCCCC2)cc1SC1CCCCC1
compound no.	43	44
PfHsp90 set2	-13	29
Mot1-301 SUMO	4	-5
OPRM1-OPRD1 inv	5	-9
PKA-R1A act	4	-2
Arr AP2 block	2	-11
DSG3 Ab inh	97	108
phage Ecoli inh	5.1	-0.8
AddAB inh	1.3	-0.6
Tat transport	-2	4
Ecoli viability	1.9	-0.1
OPRM1-OPRD1 ag	-0.8	2.0
